S3 lipid droplet = qHTS Assay for Lipid Storage Modulators in Drosophila S3 Cells; Drosophila S3 cells, BODIPY lipid droplet fluorescence, 18-24 h; cells fed with added oleic acid; lipid storage change, negative = inhibition, % at the top dose, mostly 46.1 µM; hits show Potency in µM; 0.64% of 320,000 active; AID 2685; active = well fitted inhibition curve with a large enough effect in the signal ratio, with a control signal flat, not every such curve was filed as active; inconclusive = small, poorly fitted or top-dose-only effect, or effect the other way, or a change in a side signal; the % refers to the signal ratio
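Drosophila S3 cells loaded with oleic acid (400 uM, as added) and compounds at several concentrations; lipid droplets imaged by 488-nm laser-scanning cytometry, 500–530 nm intensity and object ratio to cell channel. Percent activity normalized to 20 uM Triacsin C.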
S3 lipid droplet cell count max = further read-out of S3 lipid droplet, marked with its call; cell number change, %; measured here: cell count max response;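 cells counted by Cell Tracker Red CMTPX staining in the red channel; peak over a dose series mostly up to 46.1 µM; percent activity relative to internal control wells on each plate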
Starred values were filed as active, the others as inactive; i = inactive; ? = inconclusive; nt = not tested or not shown; [ ] = remark or other dose. % is set by controls: 0 for no effect and ±100 for the full control effect; potency is the fitted concentration of half-maximal effect. A portion of the library; rates above refer to the full screens.

molecule	S3 lipid droplet cell count max	S3 lipid droplet
Cc1ccc(-c2nc(NC(=O)CSc3nnnn3-c3ccccc3)ns2)cc1	nt	?
O=S(=O)(Oc1ccccc1/C=N/n1cnnc1)c1ccccc1	nt	i
Cc1ccc2ncnc(NCCC(=O)O)c2c1	-9	-5%
Cc1nc2oc3c(NCc4ccccc4)ncnc3c2c2c1COC(C)(C)C2	nt	?
CSc1ccc(/C=C/C(=O)NC(=O)c2ccccc2O)cc1	nt	?
COc1ccc(N(CC(=O)NCCSc2ccccc2)S(=O)(=O)c2ccccc2)cc1OC	nt	?
Nc1ccc(-c2cnc(-c3ccc(N)cc3)nc2)cc1	nt	?
COC(=O)CN1C(=O)CC(C)(C)Sc2ccccc21	8	-9%
COc1ccc(Nc2cc3n(c(=O)n2)CCc2cc(OC)c(OC)cc2-3)cc1	-4	-22%
O=[N+]([O-])c1ccc(Oc2ccc(C(F)(F)F)cn2)cc1	-11	-18%
Cc1ccc(NC(=O)C(=O)NCCc2c[nH]c3ccccc23)cc1C	15	3%[9.22 µM]
O=C(COC(=O)c1cn(-c2ccccc2)nc1-c1ccc(F)cc1)Nc1ncc(Cl)cc1Cl	-25	-5%
COc1cccc(CN(C)C(=O)C2CCN(S(=O)(=O)c3ccc(C)cc3)CC2)c1OC	nt	?
O=C(COC(=O)CN1C(=O)C2CCCCC2C1=O)Nc1cc(F)ccc1F (stereo not drawn)	nt	?
CN(Cc1ccco1)C(=O)c1ccc(OC2CCN(Cc3ccccn3)CC2)cc1	-7	i
O=C(c1ccco1)N1N=C(c2ccc(Cl)cc2)CC1(O)C(F)(F)F (stereo not drawn)	nt	?
O=C(c1cc(COc2ccc(F)cc2Cl)on1)N1CCSCC1	nt	5%
CC(=O)NC(CC(=O)OCC(=O)N1CCN(S(=O)(=O)c2ccc(Cl)cc2)CC1)c1ccccc1 (stereo not drawn)	nt	?
Cc1ccc2oc(C(=O)NC3CCS(=O)(=O)C3)cc(=O)c2c1 (stereo not drawn)	12	i
Cc1cc(C)n(-c2nc3ccccc3c(=O)n2OCC(=O)Nc2c(C)cccc2C)n1	nt	?

(more compounds)
molecule	S3 lipid droplet cell count max	S3 lipid droplet
CCCCCCCCCC(=O)Nn1cnc2ccccc2c1=O	nt	?
COCCNC(=O)CSc1ccccc1C(=O)NCC1CCCCC1	21	10%
Cc1c(NC(=O)CSCc2ccccc2)cccc1C(=O)O	1	-5%
COc1ccccc1N1CCN(C(=O)Cn2nnc(-c3cccs3)n2)CC1	nt	?
CC1=NN(C(=O)Cn2nc([N+](=O)[O-])cc2C)C(O)(C(F)(F)F)C1 (stereo not drawn)	nt	?
CCOc1ccccc1CNC(=O)CCNS(=O)(=O)c1ccc2[nH]c(=O)oc2c1	nt	?
COc1ccc(-c2nc(CN(Cc3cnn(C)c3)C(C)C)c(C)o2)c(OC)c1	nt	?
CCOc1cc(/C=N/N=C2/NC(=O)C(CC(=O)O)S2)ccc1OCc1ccc(Cl)cc1 (stereo not drawn)	nt	?
COCCSc1nnc(NS(=O)(=O)c2ccccc2)s1	nt	?
Nc1c(C(=O)Nc2ccccc2Cl)nnn1-c1ccc2c(c1)OCCO2	nt	?
COc1cccc(NC(=O)COc2coc(CN3CCc4ccccc4C3)cc2=O)c1	-10	11%
CCOc1cc2[nH]c(=S)n(CCCN3CCCC3=O)c(=O)c2cc1OCC	nt	i
CCOc1ccc(N2CC(C(=O)N3CCN(C(=O)c4ccco4)CC3)CC2=O)cc1 (stereo not drawn)	3	i
COc1cc(/C=C/C(=O)O)cc(S(=O)(=O)Nc2ccccc2C(=O)NCCc2ccccc2)c1OC	nt	?
O=C(O)CC(c1cccc([N+](=O)[O-])c1)N1Cc2ccccc2C1=O (stereo not drawn)	nt	?
CCOc1ccccc1NC(=O)NCCC1=CCCCC1	nt	?
COc1ccc(Br)cc1/C=C/C(=O)Nc1c(C)cccc1C	1	0%
Cc1nc2ccccc2c2oc(C(=O)NCCN3CCCCC3C)cc12 (stereo not drawn)	6	11%
O=C(C1CCN(C2CCN(Cc3ccc4cc(F)ccc4n3)CC2)CC1)N1CCCC1	-12	-10%
O=C(C1CCN(S(=O)(=O)c2cccs2)CC1)N1CCN(c2ccccc2O)CC1	2	7%

(listing goes on)
molecule	S3 lipid droplet cell count max	S3 lipid droplet
CCSc1nnc(NC(=O)CSc2nnc(CNC(=O)c3ccc(OC)c(OC)c3)o2)s1	nt	?
COCCn1c(-c2ccc(Br)cc2)nc2oc3cc(OC)ccc3c(=O)c2c1=O	13	16%
Cc1ccc2ccc(S(=O)(=O)NCc3ccccn3)cc2c1	-17	i
Cc1cc(OC(C)C(=O)NCc2cccnc2)c2c(C)c(Cc3ccccc3)c(=O)oc2c1 (stereo not drawn)	-3	i
Cc1nc(Sc2nnnn2C)c2c3c(sc2n1)CCC3	nt	?
O=C(Nc1ccccc1)C1=C[C@H](c2ccc(Br)cc2)C[C@H](OCc2ccc(CO)cc2)O1	-12	-10%
O=C(CC1(O)C(=O)Nc2ccccc21)c1ccccc1O (stereo not drawn)	nt	?
CCOC(=O)c1cc(NC(=O)c2ccccc2)c(=O)oc1-c1ccccc1	0	0%
CC(Sc1ccccc1)C(=O)Nc1cccc(N(C)S(C)(=O)=O)c1 (stereo not drawn)	nt	?
Cc1ccc(NC(=O)C2CCN(S(=O)(=O)c3ccc4c(c3)CCCC(=O)N4)CC2)c(Br)c1	nt	?
O=C(Nc1nc2c(ccc3ccccc32)s1)c1cc([N+](=O)[O-])ccc1N1CCOCC1	15	-5%
CCCn1c(NC(=O)C2CCN(C(=O)c3ccc(F)cc3)CC2)nc2ccccc21	nt	?
Cc1cc(C)nc(N2CCC(C(=O)N3CCN(c4cc(Cl)ccc4C)CC3)CC2)n1	-3	0%
COc1ccc(-c2nc(C#N)c(N3CCCCCC3)o2)cc1	nt	?
CN(CC(=O)Nc1ccccc1C(F)(F)F)C(=O)c1ccc(N2C(=O)CCC2=O)cc1	nt	?
O=C(CSc1n[nH]c(=O)[nH]c1=O)NC1CC1	nt	?
O=C(CN1C(=O)NC2(CCCCC2)C1=O)NCc1ccc2c(c1)OCO2	nt	22%
CCOc1ccc(N2C(=O)CC(n3ccc(C)n3)C2=O)cc1 (stereo not drawn)	3	3%
O=[N+]([O-])c1ccc2nc(-c3ccccc3)[nH]c2c1	nt	?
Cc1ccc(/C=C2\SC(=S)N(CC(=O)Nc3cccnc3)C2=O)cc1	10	1%

The results go on.
molecule	S3 lipid droplet cell count max	S3 lipid droplet
O=C1c2ccccc2C(=O)N1CCCP(=O)(O)CCc1ccccc1	nt	?
COC(CNC(=O)C1CCN(S(=O)(=O)c2cccc3nsnc23)CC1)OC	nt	?
CCN(CC)CCCNCC(=O)Nc1cc(C)on1	-6	21%[9.22 µM]
Cn1c(O)c(N=NC(=O)CNC(=O)c2ccccc2)c2ccccc21	nt	?
COc1ccc(S(=O)(=O)N2CCOCC2)cc1NC(=O)CCOc1ccc(C(C)(C)C)cc1	nt	?
S=C(c1cn(CCOc2cccc3ccccc23)c2ccccc12)N1CCCC1	nt	?
C[C@@H](C(=O)Nc1ccc2ccccc2c1)[C@@H]1C[C@@]1(C)[C@@H](NC(=O)c1ccccc1)c1ccccc1	nt	?
COc1ccccc1-n1c(CNC(=O)c2ccco2)nnc1SCC(=O)Nc1cc(C)ccc1C	nt	?
O=C(c1ccccc1)N1CCC(c2nc3c(nnn3Cc3ccccc3Cl)c(=O)[nH]2)CC1	13	i
O=[N+]([O-])c1ccc(O)c(-c2cc(C(F)(F)F)nc(-c3ccccc3)n2)c1	nt	?
CSCC(=O)N1CCCC(CO)(CCCc2ccccc2)C1 (stereo not drawn)	-14	21%
COc1cccc(/C=N\NC(C)=O)c1OC/C=C/c1ccccc1	-15	-11%
O=C(Nc1cc(Cl)ccc1F)c1ccc(-n2cncn2)c([N+](=O)[O-])c1	nt	?
O=C(Nc1ccnc(-c2cccnc2)n1)c1ccccc1Cl	nt	?
Cc1ccc(Cn2nnc3c(=O)n(Cc4cccc(C)c4)cnc32)cc1	nt	?
O=C1CCCC2=C1C(c1ccncc1)Nc1ccccc1N2 (stereo not drawn)	nt	?
CCc1ccc(C(=O)NNC(=O)CCN2CCN(Cc3ccccc3)CC2)cc1	nt	?
O=C(Nc1ccccc1)N1CCC(C(=O)N2CCN(S(=O)(=O)c3cccc(F)c3)CC2)CC1	nt	?
Cc1ccc(NC(=O)C2CC(=O)N(C(C)C)C2)cc1C (stereo not drawn)	nt	?
Cc1ccc(S(=O)(=O)Nc2ccccc2C(=O)N2CCCCC2C)c(C)c1NS(C)(=O)=O (stereo not drawn)	10	i

Next section.
molecule	S3 lipid droplet cell count max	S3 lipid droplet
O=C(CSc1nnc(-c2ccc(Cl)cc2)n1-c1ccccc1)N/N=C/c1ccccc1C(=O)O	nt	?
CC1CCCC(C)N1C(=O)COC(=O)c1ccc(F)c(S(=O)(=O)N2CCOCC2)c1 (stereo not drawn)	-18	-15%
CC(=O)OCc1c(F)c(F)c(-n2nc(C)cc2C)c(F)c1F	nt	?
CCOC(=O)N1c2ccccc2C=CC1OCC (stereo not drawn)	nt	?
COc1ccc(OC)c2[nH]c(=O)c(CCNC(=O)C(=O)c3c[nH]c4ccccc34)cc12	nt	?
CCCN(Cc1cc2ccc(C)cc2[nH]c1=O)C(=O)c1cccnc1	nt	?
O=C(Nc1ccc(Cl)cc1)c1cc2c(cc1O)[nH]c1ccccc12	nt	?
COc1ccc(C(CC(=O)Nc2cc(C)ccn2)N2Cc3ccccc3C2=O)cc1 (stereo not drawn)	nt	?
COc1ccc(/C=N/NC(=O)c2ccc3c(c2)OCCO3)c(OC)c1	nt	?
Cc1cc(C)n2nc(SCc3nnc(-c4ccccc4Br)o3)nc2n1	15	16%
O=C1NN(c2cccc(Br)c2)C(=O)/C1=C\c1ccc(N2CCOCC2)cc1	nt	?
O=S(=O)(CC(CN1CCCCC1)N1CCCCC1)c1ccccc1 (stereo not drawn)	nt	?
O=c1c(Cl)cc(Cl)nn1-c1ccccc1	nt	?
CC(C)Cn1c(CN2CCN(c3ccccc3F)CC2)nc2c1c(=O)[nH]c(=O)n2C	-14	1%
CCS(=O)(=O)c1ccc2c(c1)N(S(C)(=O)=O)CC(C(=O)NN)O2 (stereo not drawn)	nt	0%
O=C(COC(=O)c1cnccn1)NCCc1ccccc1	nt	?
Cc1cc(=O)[nH]c(SCC(=O)Nc2ccc(C)c(S(=O)(=O)N3CCCCC3)c2)n1	11	0%
CC(C)n1c(SCC(=O)N2CCCCC2)nc2c1c(=O)n(C)c(=O)n2C	-23*	0.12µM*
CC(C)n1nc(C(=O)OCC(=O)c2c[nH]c3ccccc23)c2ccccc2c1=O	5	-3%
COc1cc(NC(=O)Cc2ccccc2)cc(OC)c1	nt	?

The listing continues:
molecule	S3 lipid droplet cell count max	S3 lipid droplet
CCCc1nn2c(=O)cc(CSCC(=O)Nc3cccc(OC)c3)nc2s1	nt	?
COCC(C)NC(C(=O)Nc1cccc(C(C)=O)c1)c1ccccc1 (stereo not drawn)	nt	i
COCCCNC(=O)CCc1c(C)nc2c(-c3ccc(F)cc3)c(C)nn2c1C	nt	?
Cc1ccc(C)c2c1[nH]c1ccc([N+](=O)[O-])cc12	nt	?
O=C1C2C(C(=O)N1/N=C/c1cccc([N+](=O)[O-])c1)C1C=CC2C12CC2 (stereo not drawn)	nt	3%
CCOc1ccc(CNc2ccc(CNc3ncn[nH]3)cc2)cc1	19	14%
Cc1cccc(NNC(=O)C(=O)NNc2cccc(C)c2)c1	nt	?
CN(C)CCN(C(=O)c1ccc2ccccc2c1)c1nc2c(F)cccc2s1	nt	?
CN(C)S(=O)(=O)c1cccc(NC(=O)COC(=O)c2ccc([N+](=O)[O-])o2)c1	nt	?
CCCc1cc(=O)oc2cc(OCC(=O)Nc3ccc(CN4CCOCC4)cc3)c(Cl)cc12	nt	?
CC1CC2(CCCC2)Nc2ccc(F)cc21 (stereo not drawn)	nt	?
O=c1[nH]cnc2scc(-c3cccs3)c12	nt	?

Grouped by structure, the entries above containing a CF3 group (5)
molecule	S3 lipid droplet cell count max	S3 lipid droplet
O=[N+]([O-])c1ccc(Oc2ccc(C(F)(F)F)cn2)cc1	-11	-18%
O=C(c1ccco1)N1N=C(c2ccc(Cl)cc2)CC1(O)C(F)(F)F (stereo not drawn)	nt	?
CC1=NN(C(=O)Cn2nc([N+](=O)[O-])cc2C)C(O)(C(F)(F)F)C1 (stereo not drawn)	nt	?
CN(CC(=O)Nc1ccccc1C(F)(F)F)C(=O)c1ccc(N2C(=O)CCC2=O)cc1	nt	?
O=[N+]([O-])c1ccc(O)c(-c2cc(C(F)(F)F)nc(-c3ccccc3)n2)c1	nt	?

Source: PubChem (National Center for Advancing Translational Sciences (NCATS))
